High-throughput results: PubChem, National Center for Advancing Translational Sciences (NCATS)
CRE-bla Fsk = CRE-bla signaling modulation under forskolin stimulation; CHO CRE-bla reporter (cAMP response element driving beta-lactamase), forskolin EC10, beta-lactamase ratio; Potency, µM (highest dose often 38.2 µM), inactives show at the highest dose activity change, negative = inhibition, usual class: activators; 2.5% of 71,000 active; AID 662; active = well fitted activation curve with a large enough effect in the signal ratio, with a control signal flat, not every such curve was filed as active; inconclusive = small, poorly fitted or top-dose-only effect, or effect the other way, or a change in a side signal; the % refers to the signal ratio; note: potency is the fitted concentration of half-maximal effect; % of control where 0% means no effect
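Modulation of forskolin-driven signalling is measured in CHO cells carrying a CRE-controlled beta-lactamase reporter. Cells are stimulated with EC10 NKH 477 in the presence of titrated compound for 3 h at 37 °C, then loaded with CCF4 for 2 h at room temperature.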
Hsp90 Hop PPI = changes Hsp90-Hop TPR2A binding signal, up or down; AlphaScreen TPR2A-His6 binding biotin-Hsp90 C-terminal peptide; Potency, µM (titrated, usually from 57 µM), inactives show at the highest dose activity change, negative = inhibition; 0.44% of 71,000 active; active = well fitted curve in either direction with a large enough effect; inconclusive = small, poorly fitted or top-dose-only effect, or another doubt; note: potency is the fitted concentration of half-maximal effect; % is set by controls: 0 for no effect and ±100 for the full control effect; many of its hits are not listed in these tables
ALOX15 inhib = 15-hLO (ALOX15) enzyme inhibition. P16050. purified 15hLO-1, xylenol orange hydroperoxide absorbance. Potency, µM (titrated, usually from 57.1 µM), for the others: top-dose activity change, negative = inhibition, most hits filed as inhibitors. 1.4% of 74,000 active. AID 887; note: potency is the fitted concentration of half-maximal effect; % is set by controls: 0 for no effect and ±100 for the full control effect; nearly all actives have a fitted effect of over 55% in size
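Compounds were preincubated 15 min at room temperature with 40 nM purified human enzyme (25 mM Hepes pH 7.5, 0.01% Triton X-100); 50 uM arachidonic acid reacted 6 min. Fe-xylenol orange detection, 30 min, absorbance ratio 573/405 nm.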
DNA Pol III inh = blocks replication by bacterial DNA polymerase III holoenzyme. reconstituted DNA polymerase III holoenzyme replication, biochemical. Potency, µM (series often up to 57.1 µM), for the others: at the highest dose activity change, negative = inhibition. 0.25% of 71,000 active. AID 603; note: potency is the fitted concentration of half-maximal effect; % is set by controls: 0 for no effect and ±100 for the full control effect
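Reconstituted *E. coli* holoenzyme (0.35 nM Pol III, 1 nM beta, 154 nM SSB, 2 nM primase) was preincubated with compound for 15 min at RT. Synthesis on 1.4 nM ssM13Gori ran 35 min, then was stopped with PicoGreen/EDTA and read as dsDNA fluorescence.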
Rhodamine fluor = compound autofluorescence in rhodamine spectral region; Rhodamine-region fluorescence, 547/598 nm, Tris buffer; stronger effect = higher value; max dye-equivalent concentration, M; 0.05% of 59,000 active; AID 594; in the data active = max dye-equivalent concentration above about 11 nM; inconclusive = between about 1.1 nM and that limit
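qHTS spectral profiling of compounds without any target or enzyme present, in pH 8.0 Tris buffer; plates were read after a 15-minute room-temperature incubation using the rhodamine-region filter set.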
FLuc inh = blocks Photinus pyralis firefly luciferase activity | purified firefly luciferase, luminescence, 8 min | Potency, µM (highest dose often 57.1 µM), for inactives: at the highest dose activity change, negative = inhibition, most hits filed as inhibitors | 2.2% of 72,000 active | AID 411; note: potency is the fitted concentration of half-maximal effect; % is set by controls: 0 for no effect and ±100 for the full control effect; nearly all actives have a fitted effect of over 40% in size
Target sequence (P08659 whole entry, looked up): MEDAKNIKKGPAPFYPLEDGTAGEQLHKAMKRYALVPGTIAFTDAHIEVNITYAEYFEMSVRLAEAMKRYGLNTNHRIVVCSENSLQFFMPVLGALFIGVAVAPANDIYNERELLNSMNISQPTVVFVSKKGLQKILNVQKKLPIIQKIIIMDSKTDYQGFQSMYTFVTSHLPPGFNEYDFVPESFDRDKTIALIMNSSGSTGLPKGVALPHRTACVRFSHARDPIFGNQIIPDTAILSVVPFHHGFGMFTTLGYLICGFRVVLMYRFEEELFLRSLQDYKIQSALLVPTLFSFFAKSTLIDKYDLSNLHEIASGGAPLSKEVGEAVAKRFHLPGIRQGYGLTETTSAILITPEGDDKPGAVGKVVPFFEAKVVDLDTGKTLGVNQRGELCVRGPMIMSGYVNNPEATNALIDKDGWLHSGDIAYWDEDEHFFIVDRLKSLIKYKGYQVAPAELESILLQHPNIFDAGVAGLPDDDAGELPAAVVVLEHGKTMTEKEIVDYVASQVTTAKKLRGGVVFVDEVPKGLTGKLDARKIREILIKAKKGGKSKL
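Firefly luciferase (PKLight detection mix) with 10 uM ATP in pH 7.2 imidazole buffer (KCl, MgCl2, Tween 20, BSA). Compounds tested across a concentration series (qHTS). Luminescence read after 8 min at ambient temperature.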
Texas Red fluor = compounds fluorescent in Texas Red spectral region. 0.06% of 59,000 active. max dye-equivalent concentration, M. Compound fluorescence, Texas Red channel, 547/618 nm; stronger effect = higher value; in the data active = max dye-equivalent concentration above about 10 nM; inconclusive = between about 1.1 nM and that limit
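Fluorescence at ex 547/em 618 nm, normalized against an on-plate Texas Red standard series to give dye-equivalent concentration per compound concentration. Buffer 100 mM Tris, pH 8.0; 15 min RT incubation before CCD imaging.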
HADH2 inhib = HADH2 (human) dehydrogenase inhibition; Potency, µM (titrated, usually from 57.1 µM), without a hit: top-dose activity change, negative = inhibition, actives largely listed as inhibitors; recombinant HADH2, NADH fluorescence, beta-hydroxybutyryl-CoA; Q99714; 3.4% of 73,000 active; note: potency is the fitted concentration of half-maximal effect; % is set by controls: 0 for no effect and ±100 for the full control effect; nearly all actives have a fitted effect of over 60% in size; many of its hits are not listed in these tables
Target sequence (Q99714 whole entry, looked up, one chain of several): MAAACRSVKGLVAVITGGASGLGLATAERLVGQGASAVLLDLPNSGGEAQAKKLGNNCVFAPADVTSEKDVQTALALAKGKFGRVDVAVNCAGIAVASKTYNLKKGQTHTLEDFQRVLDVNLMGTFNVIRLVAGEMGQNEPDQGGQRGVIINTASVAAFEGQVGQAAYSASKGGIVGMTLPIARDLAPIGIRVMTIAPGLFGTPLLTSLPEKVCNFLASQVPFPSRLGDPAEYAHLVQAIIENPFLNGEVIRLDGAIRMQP
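Activity measured as NADH fluorescence gain (360/450 nm), taken as the change between first and last reads of a 4-min kinetic run. Conditions: pH 9.0 Tris buffer, 20 nM E. coli-expressed His-tagged enzyme, 1 mM NAD+, 90 uM beta-hydroxybutyryl-CoA; 15-min compound preincubation.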
HBB splicing = alters splicing of the hemoglobin beta chain; HBB splicing reporter cell assay, activation; EGFP reporter with mutant IVS2-654 intron; response scale: normalised to 500 nM splice-correcting PNA; Potency, µM (titrated, usually from 46.1 µM), for the others: top-dose activation, hits mostly activators; 0.06% of 65,000 active; AID 925; note: potency is the fitted concentration of half-maximal effect; 0% is about no effect
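HeLa cells stably expressing EGFP interrupted by mutant beta-globin intron 2 (IVS2-654), 500/well in 2% FCS. Treated with compound for 2 days at 37C. Splicing correction scored as total well GFP intensity (488 nm excitation, 500-520 nm emission); 500 nM antisense PNA served as control.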
Tau filament bind = tau filament binding. P10636. recombinant tau filaments, thioflavin S fluorescence, 15 h; filaments grown with octadecylsulfate alongside compound. Potency, µM (titrated, usually from 57.1 µM), inactives show at the highest dose activity change, negative = inhibition. 2% of 71,000 active. AID 596;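 note: potency is the fitted concentration of half-maximal effect; % is set by controls: 0 for no effect and ±100 for the full control effect; actives lower thioflavin S fluorescence by blocking filaments or displacing dye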
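Tau 2 uM in ThS buffer dispensed; compound added; 60 uM ODS added (finals 1 uM tau, 30 uM ODS); 15 h 37 C; fluor ex450/em510.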
ERK AVP inh = inhibitors of vasopressin-stimulated ERK signaling pathway | AID 995 | HEK293-V1b, vasopressin-stimulated pERK AlphaScreen | 0.99% of 72,000 active | Potency, µM (series often up to 57.5 µM), inactives show at the top dose activity, negative = inhibition, actives largely listed as inhibitors; note: potency is the fitted concentration of half-maximal effect; % is set by controls: 0 for no effect and ±100 for the full control effect; nearly all actives have a fitted effect of over 55% in size
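HEK293 cells stably expressing V1b receptor, preincubated 30 min at 37 °C with compound, then stimulated 5 min with 25 nM vasopressin. Phospho-ERK by AlphaScreen SureFire after 5 h RT; normalized to DMSO and vasopressin; AC50 by Hill fit.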
Active calls of the source: *; i = inactive; ? = inconclusive; / = no result given; ! = not active in a repeat; [ ] = dose if it differs, or a comment. Unless noted, calls come from the whole dose curve; as a rule, active = well fitted curve in the direction sought with a large enough effect; inconclusive = small, poorly fitted or top-dose-only effect, or another doubt; inactive = no such curve, though single readings can be large; an effect the other way counts as inactive or inconclusive. A portion of the library. The share of hits here may be higher or lower than overall.

SMILES	CRE-bla Fsk	Hsp90 Hop PPI	ALOX15 inhib	DNA Pol III inh	Rhodamine fluor	FLuc inh	Texas Red fluor	HADH2 inhib	HBB splicing	Tau filament bind	ERK AVP inh
CC(C)(C)c1nnc2sc(SCC(=O)c3cccs3)nn2c1=O	-13%	-4%	4%	-1%	i	1%	?	?	-0.2%[57.5 µM]	-11%	2%
COc1cc(OC)cc(C(=O)Nn2cc(C(=O)N3CCN(C)CC3)c3ccccc3c2=O)c1	-3%	-1%	-1%	-5%	i	3%	i	-1%	-1.1%	16%	-7%
Cc1c(Cl)cccc1N(CC(=O)O)S(C)(=O)=O	-3%	-2%	6%	-6%	i	1%	i	-7%	0.1%	-9%	-5%
Cc1cc(C(=O)NCc2cccs2)n(-c2ccccc2)n1	-1%	0%	5%	3%	/	2%	/	5%	1.3%	-2%	-12%
CCC(CC)C(=O)N1c2ccc(F)cc2CCC1C (stereo not given)	-1%	0%	2%	-2%	/	-1%	/	-1%	-1.6%	9%	13%
COc1ccc(C2=NOC(C(=O)N3CCN(c4ccccc4OC)CC3)C2)cc1 (stereo not given)	-7%	-3%[2.3 µM]	0%	-5%	/	2%	/	-3%	1.0%	i	?
Cc1ccc(S(=O)(=O)N2CCC(C(=O)OCC(=O)N3CC(=O)Nc4ccccc43)CC2)cc1	-9%	-4%	14%	6%	i	3%	i	16%	-0.7%	17%	20%
Cc1nc2nc(C)c(CCC(=O)N3CCN(c4ccccn4)CC3)c(C)n2n1	?	-2%	7%	-4%	i	-1%	i	-8%	-4.2%	15%	-8%
O=C(O)CC[C@@]1(c2ccccc2)NC(=O)NC1=O	14%[7.6 µM]	-2%[11 µM]	3%[11.4 µM]	-1%[11.4 µM]	i	0%[11.4 µM]	i	1%[11.4 µM]	2.1%[9.22 µM]	-7%[11.4 µM]	-12%[11.5 µM]
CCCCN(c1ccccc1)c1ncnc2c1cnn2C	?	0%[11 µM]	7%[11.4 µM]	-6%[11.4 µM]	i	3%[11.4 µM]	?	2%[11.4 µM]	2.6%[9.22 µM]	8%[11.4 µM]	-1%[11.5 µM]
O=C(O)c1ccccc1-c1ccccc1C(=O)Nc1ccc2c(c1)Cc1cc(F)ccc1-2	?	1%[11 µM]	17%[11.4 µM]	0%[11.4 µM]	i	-1%[11.4 µM]	i	-2%[11.4 µM]	3.0%[9.22 µM]	-4%[11.4 µM]	-26%[11.5 µM]
Cc1ccc(S(=O)(=O)NC2=NCN(CCc3ccccc3)CN2)cc1	1%	4%	6%	-1%	i	4%	i	-2%	-0.2%[57.5 µM]	17%	-7%
CCCC(=O)Nc1nnc(CC(=O)N2CCCC2)s1	-5%	-3%	-5%	-1%	i	1%	i	-3%	3.3%	-5%	-6%
Cc1cccc2c(=O)cc(C)n(CC(=O)N3CCCCC3)c12	?	0%	-4%	-1%	i	-4%	i	?	0.2%[1.84 µM]	-3%	-24%
O=C(NCCS(=O)CCNC(=O)C(F)(F)F)C(F)(F)F	10%	3%	8%	-2%	i	3%	i	-7%	-0.9%	0%	0%
O=C1CC(c2ccc(S(=O)(=O)NCc3ccncc3)cc2)CN1 (stereo not given)	4%	-3%[2.3 µM]	-2%	-3%	/	1%	/	5%	-1.1%	2%	-11%
O=C(NCC(c1cccnc1)N1CCN(c2ccccc2F)CC1)C1CCCCC1 (stereo not given)	?	-6%	-1%	-8%	i	0%	i	-1%	0.8%	7%	?
CCCNC(=O)c1c[nH]c2ccc(S(=O)(=O)N(C)c3ccc(OCC)cc3)cc2c1=O	?	1%	-17%	5%	i	0%	i	-29%	2.9%	8%	-2%
CCCN(CCC)CCCNC(=O)CC1Nc2ccccc2NC1=O (stereo not given)	-7%	4%	?	1%	i	2%	i	-1%	1.0%	-4%	4%
Nc1[nH]nc2nc3ccccc3nc12	?	-8%	-8%[25.6 µM]	-9%	/	2%	/	-5%	/	40µM*	-14%
CC(C)CC(=O)Nc1nnn(C)n1	1%	-3%	-6%	2%	i	0%	?	-6%	1.6%[0.369 µM]	4%	-22%
O=C(O)CCc1c2ccc(=O)c(O)c-2oc2c(O)c(O)ccc12	-6%[7.6 µM]	?	3.2µM*	0.079µM*	i	-4%[11.4 µM]	i	0.63µM*	5.7%[9.22 µM]	3.2µM*	-22%[11.5 µM]
COc1ccccc1N/C(N)=N/c1nc(CSc2ccc(C)cc2)cc(=O)[nH]1	?	-3%	-4%	-7%	i	3%	i	15%	0.3%	i	-17%
Cn1nnc2cc(C(=O)NCCC3=CCCCC3)ccc21	10%	-1%	0%	0%	i	?	i	13%	-0.6%	-12%	-23%
CCc1cccc2c(C#N)cn(CC(=O)NCCOC)c12	-6%	-4%	10%	-4%	i	-2%	?	7%	/	5%	5%
CC(C)CC(=O)N(c1ccc(F)cc1)C1C=CS(=O)(=O)C1 (stereo not given)	-6%	3%	4%	-4%	i	0%	i	0%	0.9%	-6%	16%
O=S(=O)(c1ccccc1C(F)(F)F)N1CCOCC1	3%	-3%	7%	-5%	i	-1%	i	1%	4.0%[0.369 µM]	-10%	2%
C=CCc1cccc2cc(C(=O)NC)c(=O)oc12	?	-1%	4%	-2%	i	2%	i	-27%	4.8%	-5%	-10%
CCC1CCCCN1C(=O)C1CC(c2cc(Cl)c(OC)cc2OC)=NO1 (stereo not given)	?	-6%	4%	-9%	i	1%	?	14%	1.6%	5%	-18%
COc1cccc(-n2nnnc2SCC(=O)Nc2cccc(C)n2)c1	?	-1%	-14%	1%	i	2%	i	7%	-1.1%	1%	-12%
Cc1csc2ncc(C(=O)NC(C)c3ccccc3)c(=O)n12 (stereo not given)	17%	-2%	-6%	0%	/	2%	/	20µM*	-0.5%	12%	/
CCCCN(C)CCCNC(=O)Cn1c(=O)sc2ccccc21	-5%	-3%	-2%	-5%	i	3%	i	0%	0.0%	-13%	12%
O=C(c1cccn2c(=O)c3ccc(Cl)cc3nc12)N1CCN(Cc2ccc3c(c2)OCO3)CC1	?	1%	-3%	-6%	i	2%	i	?	6.6%	13%	3%
CCOC(=O)c1cc2sc(C)cc2n1CC(=O)N1CCOCC1	1%	-6%	0%	-4%	i	2%	i	1%	/	2%	-8%
Cc1ccc(O)c(NC(=O)COc2cc(C)ccc2C)c1	2%	1%	-5%	-3%	i	1%	i	11%	1.7%	249%	-8%
CCc1ccc(NC(=O)c2cnc3scc(C)n3c2=O)cc1	-5%	1%	-2%	-12%	/	-12%	/	8%	-0.6%	154%	/
COc1ccccc1Nc1nc(N)nc(CSc2nccc(C)n2)n1	?	-1%	10%	-1%	i	-2%	i	0%	/	7%	2%
Cc1nc(C(C)(C)O)n(-c2ccccc2)n1	-4%	-4%	-9%	-2%	i	1%	i	-23%	-0.3%	-4%	-8%
COc1ccccc1NS(=O)(=O)c1ccc(Cl)cc1	-4%	1%	2%	-2%	i	-1%	i	-11%	3.2%	-11%	-11%
O=C(OCCN=C1NS(=O)(=O)c2ccccc21)c1cccnc1	-6%	-20%	-4%	-5%	i	4%	i	2%	0.4%	6%	-11%
CCC(=O)NCCCOc1ccccc1	-4%	-7%	20%	-3%	i	1%	i	2%	0.1%	-5%	15%
O=C(Nc1cccc(F)c1)NC1CC2CCCC(C1)N2C1CC1 (stereo not given)	-4%	-5%	-7%	-4%	i	3%	i	18%	/	3%	11%
Nc1nc2ccc(OC(F)(F)F)cc2s1	13µM*!	1%	?	0%	i	/	?	?	2.2%[20.6 µM]	1%	-22%
Nc1c(C(=O)N2CCCCC2)sc(=S)n1-c1ccccc1	10%	-11%	10µM*	-2%	i	-1%	i	0.79µM*	0.3%	-11%	?
Cc1cc2n(c1)CCn1c(C)ccc1-2	-3%	-9%	?	4%	/	-6%	/	-16%	0.4%	-12%	-26%
COc1ccccc1N1CCN(C[C@@H](O)COc2cccc3ccccc23)CC1	?	-11%	?	-3%	i	3%	i	-9%	-0.1%[20.6 µM]	?	?
